TbREL1 inh – TbREL1 inhibition, primary screen; 0.49% of 89,000 active; inhibition, % at 9.66 µM; P86926; AID 1117264; TbREL1 RNA ligation, FRET fluorescence;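 active means inhibition above the mean inhibition across all screened compounds plus 3 SD, cut at about 11% in these data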;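 further: 0% = plate median of test wells and 100% = NSC42067 control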
Target sequence (P86926 whole entry, looked up): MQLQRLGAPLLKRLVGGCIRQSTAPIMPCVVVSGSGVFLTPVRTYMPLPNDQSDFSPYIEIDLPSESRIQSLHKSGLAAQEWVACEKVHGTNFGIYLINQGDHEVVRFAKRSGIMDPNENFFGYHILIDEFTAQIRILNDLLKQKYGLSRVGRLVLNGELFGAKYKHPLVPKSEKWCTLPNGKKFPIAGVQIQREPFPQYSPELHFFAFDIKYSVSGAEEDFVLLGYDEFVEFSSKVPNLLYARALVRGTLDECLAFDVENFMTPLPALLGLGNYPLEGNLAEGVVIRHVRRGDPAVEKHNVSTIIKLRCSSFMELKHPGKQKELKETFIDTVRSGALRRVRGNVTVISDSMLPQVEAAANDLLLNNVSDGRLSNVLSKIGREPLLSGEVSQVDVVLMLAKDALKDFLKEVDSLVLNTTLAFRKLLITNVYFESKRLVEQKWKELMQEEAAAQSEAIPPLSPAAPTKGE
Active calls of the source: *. Not all compounds are listed; the hit share may differ from the screen's.

Screening COc1ccccc1N1CCN(c2nc3c(C)cccn3c(=O)c2C=O)CC1 returned TbREL1 inh 0.
For O=C(CCNC(=O)Cn1ccc2ccccc2c1=O)NCCCN1CCN(c2ccc(F)cc2)CC1 the results were TbREL1 inh 0.
Screening CCOCCCNC(=O)c1c[nH]c2ccc(C)cc2c1=O returned TbREL1 inh 6.
For CC(=O)N1CCN(C(=O)c2ccco2)CC1 the results were TbREL1 inh -2.
Screening O=C(NCCC1CCCCN1S(=O)(=O)c1ccccc1)C(=O)Nc1ccc(F)cc1 (stereo unspecified) returned TbREL1 inh 6.
N/C(=N\OC(=O)/C=C/c1ccccc1)c1ccncc1 was read as TbREL1 inh 0.
`O=[N+]([O-])c1ccc(Cl)c(/C=N/N2CCN(Cc3ccccc3)CC2)c1` gave TbREL1 inh -4.
O=C(Cn1c(CC(=O)N2CCOCC2)nc2ccccc21)Nc1ccc2c(c1)OC(F)(F)O2 was read as TbREL1 inh 1.
For C=CCn1c(COc2cccc3cccnc23)nnc1SCC(=O)OC the results were TbREL1 inh 5.
O=C(O)c1ccc(/C=C2\SC(=S)N(NC(=O)c3ccccc3[N+](=O)[O-])C2=O)cc1 was read as TbREL1 inh 1.
For Cc1ccc(OCC(=O)Nc2nnc(-c3ccco3)s2)cc1 the results were TbREL1 inh -1.
Cc1cc(C(=O)OCC(=O)N2CC(C)OC(C)C2)c(C)n1-c1ccccc1 (stereo unspecified) was read as TbREL1 inh -8.
For Cc1nnc(N/N=C/c2cccs2)[nH]c1=O the results were TbREL1 inh -1.
`CC1CCCN(C(=O)CNC(=O)Cn2ccc3ccccc3c2=O)C1` (stereo unspecified) gave TbREL1 inh 4.
`O=C(O)CCNS(=O)(=O)c1ccccc1` gave TbREL1 inh -5.
For COc1ccc(S(=O)(=O)N2CCN(C)CC2)cc1NC(=O)c1ccccc1F the results were TbREL1 inh -2.
For O=[N+]([O-])c1cccc2[nH]c(CNc3nc(N4CCOCC4)nc4c3ncn4-c3ccsc3)nc12 the results were TbREL1 inh -4.
Cc1ccc(S(=O)(=O)n2nccc2-c2c(-c3ccc(Cl)cc3)noc2C)cc1 was read as TbREL1 inh 4.
O=C(Nc1ccccc1)c1ccccc1CSc1ccccc1 was read as TbREL1 inh -1.
Screening COC(=O)[C@@]1(Cc2ccc(F)cc2)[C@H]2c3cc(C(=O)N4CCCC4)n(CCO)c3C[C@H]2CN1C(=O)c1ccccc1 returned TbREL1 inh -6.
COc1ccc(CNC(=O)CN(C(=O)c2csnn2)c2ccc3c(c2)OCCO3)cc1 was read as TbREL1 inh 3.
`COc1cc(C(=O)Nc2ccc3nc4n(c(=O)c3c2)CCCCC4)cc(OC)c1OC` gave TbREL1 inh 0.
For CCN(C(=O)CSc1ncn[nH]1)C1CCCCC1 the results were TbREL1 inh 0.
Screening CCn1cnc2c(Nc3cc(F)cc(F)c3)nc(C#N)nc21 returned TbREL1 inh 3.
`CCCCn1nnnc1C(c1ccccc1)N1CCN(C)CC1` (stereo unspecified) gave TbREL1 inh -1.
CCCOc1cccc(C2/C(=C(/O)c3ccc(OC)cc3)C(=O)C(=O)N2CCN(C)C)c1 (stereo unspecified) was read as TbREL1 inh -5.
COc1ccc2c(c1)OC[C@H]1[C@H]2N2C(=O)CN(CC3CCCO3)C(=O)[C@@]2(C)[C@H]1c1ccccc1 (stereo partly specified) was read as TbREL1 inh -1.
O=C(O)/C=C\c1cc2c(cc1[N+](=O)[O-])OCO2 was read as TbREL1 inh 3.
Screening COC(=O)C1=C(C)NC2=C(C(=O)CC(C)(C)C2)C1c1cnn(C)c1C (stereo unspecified) returned TbREL1 inh 2.
Screening Cc1ccc(C)c(NC(=O)Cn2nc(C)c3ccccc3c2=O)c1 returned TbREL1 inh 7.
For CC(=O)c1sc2c(c1OC(=O)c1ccc(Cl)cc1Cl)c(=O)n(-c1ccccc1)c(=S)n2-c1ccccc1 the results were TbREL1 inh -4.
For COc1ccc(CCCCCCOCc2ccccc2)cc1 the results were TbREL1 inh 0.
Screening O=C(CCc1c[nH]c2ccccc12)Nc1ccc(Nc2cccnc2)c(Br)c1 returned TbREL1 inh 2.
`Cc1cccc(C)c1OCC(=O)NCc1nnc(SCC(=O)NC2CCCCC2)n1C` gave TbREL1 inh -3.
`Cc1nc(-c2ccccc2)sc1C1(C)CC(c2cccc(F)c2)=NO1` (stereo unspecified) gave TbREL1 inh 7.
`COC(=O)C(c1cc(OC)c(O)c(OC)c1)(N1CCNC(C)C1)C(F)(F)F` (stereo unspecified) gave TbREL1 inh -4.
CC(C)(C)c1ccc(N=C2SCC(=O)N2Cc2cccs2)cc1 was read as TbREL1 inh 1.
N#CCC(C(=O)c1cccnc1)c1ccccc1 (stereo unspecified) was read as TbREL1 inh 1.
For COc1ccc(N(CC(=O)O)S(C)(=O)=O)cc1OC the results were TbREL1 inh -1.
Screening Cc1ccc(CNC(=O)C2CC(c3ccc([N+](=O)[O-])cc3)=NO2)cc1 (stereo unspecified) returned TbREL1 inh 0.
COc1ccc(CNC(=O)COC(=O)CO/N=C(\C)c2ccc3c(c2)OCO3)cc1 was read as TbREL1 inh -1.
For O=c1[nH]cnc2c1N1CCC2CC1 the results were TbREL1 inh 2.
CCCc1cnc(NCCNCC(O)COc2ccc(Cl)c(Cl)c2)nc1 (stereo unspecified) was read as TbREL1 inh 7.
For Cc1ccccc1Nc1nc(N)nc(CSc2nc3ccccc3s2)n1 the results were TbREL1 inh 2.
Screening CCOC(=O)c1c(CSc2ccccc2)n(C)c2ccc(O)c(CN3CCN(C)CC3)c12 returned TbREL1 inh -1.
`COc1ccc(CCNC(=O)COc2ccc(C)nc2[N+](=O)[O-])cc1OC` gave TbREL1 inh 2.
Cc1nn(C)c(C)c1NC(=O)c1ccnn1C was read as TbREL1 inh -1.
`CCn1c(SCC(=O)Nc2ccccc2Cl)nnc1C1CC1` gave TbREL1 inh 0.
Screening COC(=O)[C@@]12C[C@@H](CC(=O)NCc3ccc(C)o3)C(=O)N(Cc3ccccc3)C1=CCC(C)(C)C2 returned TbREL1 inh -4.
Screening Cn1cnnc1SCc1ccc(C(=O)N/N=C(\CCC(=O)O)c2ccc(C(C)(C)C)cc2)cc1 returned TbREL1 inh 3.
O=C(Nc1nccs1)C1CC=CCC1 (stereo unspecified) was read as TbREL1 inh 7.
For CCCc1nnc(NC(=O)C2CC(=O)N(CCc3ccc(F)cc3)C2)s1 (stereo unspecified) the results were TbREL1 inh 4.
O=C(Nc1nc2ccccc2s1)c1c(F)cccc1Cl was read as TbREL1 inh 3.
COCC(=O)N1C[C@H](C)[C@H](OC)CN(C)C(=O)c2cc(NC(=O)Nc3cccc(F)c3)ccc2OC[C@@H]1C was read as TbREL1 inh 5.
Cc1cccc(NS(=O)(=O)c2ccc(C(=O)NCC(c3ccccc3)N(C)C)cc2)c1C (stereo unspecified) was read as TbREL1 inh -3.
`COc1ccc(C2=Nc3ccccc3N(C(=O)c3cc(Cl)cc(Cl)c3)C2C(=O)NCc2ccccc2)cc1` (stereo unspecified) gave TbREL1 inh 3.
`COc1cccc(C(=O)N(Cc2ccco2)c2c(N)n(Cc3ccccc3)c(=O)[nH]c2=O)c1` gave TbREL1 inh -1.
For COc1cc(-c2c(C#N)c(=O)[nH]c3c2c(C)nn3-c2ccccc2)ccc1O the results were TbREL1 inh 2.
S=C(NCCc1ccccc1)Nc1ncccn1 was read as TbREL1 inh 0.
`C=CCN(c1ccc(C(=O)N2CCN(c3ccc(F)cc3)CC2)cc1)S(C)(=O)=O` gave TbREL1 inh -2.
`Cc1cccc(-c2noc(CCC(=O)NCCc3ccccc3)n2)c1` gave TbREL1 inh -3.
CC12CCC(C(=O)Nc3nccs3)(OC1=O)C2(C)C (stereo unspecified) was read as TbREL1 inh 0.
Screening CCCc1c2ccccc2nc2ccccc12 returned TbREL1 inh -1.
COc1cccc2sc3ccc(C#CC4(N)CCCCC4)cc3c(=O)c12 was read as TbREL1 inh 5.
`N#Cc1c(-c2ccccc2)cc(-c2ccc(O)cc2)nc1N` gave TbREL1 inh -1.
Screening COc1cccc(S(=O)(=O)N(C)C[C@@H]2OCc3cnnn3CCCC(=O)N([C@@H](C)CO)C[C@@H]2C)c1 returned TbREL1 inh 0.
CC1(c2ccc(OCC(N)=O)cc2)NC(=O)NC1=O (stereo unspecified) was read as TbREL1 inh 4.
For COc1ccc(C)cc1NC(=O)C1CCCCC1C(=O)O (stereo unspecified) the results were TbREL1 inh 3.
`Cc1ccc(Cn2c(-c3nonc3N)nc3ccccc32)cc1` gave TbREL1 inh 3.
CCOC(=O)C1=C(c2ccccc2)NC(SCC(N)=O)=C(C#N)C1c1cccnc1 (stereo unspecified) was read as TbREL1 inh 1.
For Cc1ccc(S(=O)(=O)N2CCCSCC2)cc1 the results were TbREL1 inh -4.
`Nc1ccc(C(=O)Nc2ccc3nc(-c4cccnc4)[nH]c3c2)cc1` gave TbREL1 inh -2.
Screening O=C(CN(C(=O)CCC(=O)Nc1ccccn1)c1ccc2c(c1)OCO2)NCc1ccco1 returned TbREL1 inh -2.
`CCN(CC)CCCNC(=O)CC1Oc2ccccc2NC1=O` (stereo unspecified) gave TbREL1 inh 0.
Cc1cc(C(=O)NN=Cc2ccc(-c3ccc(F)cc3)o2)c(C)o1 was read as TbREL1 inh -3.
COc1ccc2oc(=O)cc(CN3CCN(Cc4ccccc4)CC3)c2c1 was read as TbREL1 inh 6.
Screening O=C(CSc1nc2ccccc2n1Cc1ccccc1)NN=C/C=C/c1ccccc1 returned TbREL1 inh 2.
Screening O=C(CSc1nnc(-c2cccnc2)n1-c1ccccc1)c1ccccc1Cl returned TbREL1 inh -3.
COc1ccc(NC(=O)NCCCN2CCCC2=O)cc1 was read as TbREL1 inh -1.
For CCOC(=O)C1CCN(C(=O)c2ccc(N3CCCC3=O)cc2)CC1 the results were TbREL1 inh -2.
`Cc1cc(C)n(C(=O)c2ccc(C)c(F)c2F)n1` gave TbREL1 inh -1.
CC(/C=N\NC(=O)CSc1nnc(-c2ccc(Br)cc2)n1-c1ccccc1)=C\c1ccco1 was read as TbREL1 inh 1.
For COC(=O)c1cccc(-n2c(C)cc(O)cc2=O)c1 the results were TbREL1 inh 3.
Cc1cc(C)c2c(=O)[nH]c(SCC(=O)c3ccc(F)c(C)c3)nc2n1 was read as TbREL1 inh 0.
Screening COc1cc(C(=O)OCC(=O)Nc2ccccc2C(=O)NC2CC2)c([N+](=O)[O-])cc1OC returned TbREL1 inh -1.
For Cc1cc(NC(=O)Cn2c(=O)oc3ccccc32)no1 the results were TbREL1 inh 2.
`CC(=O)Nc1cccc(NC(=O)c2cccc3cccnc23)c1` gave TbREL1 inh 1.
CCOC(=O)C1=C(C)N(CCCC(=O)O)C(=O)NC1c1ccccc1 (stereo unspecified) was read as TbREL1 inh 0.
For CC(Cc1ccccc1)C(=O)N1CCN(C)CC1 (stereo unspecified) the results were TbREL1 inh 1.
`O=C(C1CCCN(S(=O)(=O)c2cccnc2)C1)N1CCn2c1nc1ccccc12` (stereo unspecified) gave TbREL1 inh -1.
For O=C(NCc1ccc(Cl)cc1)C1C2C=CC3(CN(Cc4ccccc4)C(=O)C13)O2 (stereo unspecified) the results were TbREL1 inh -1.
Screening Cc1nc2sc3c(O)cc(=O)[nH]c3c2c(C)c1C returned TbREL1 inh 0.
Screening CCn1c(SCC(N)=O)nnc1C(C)C returned TbREL1 inh -1.
For CCc1nnc(NC(=O)CSc2nc3cccnc3n2Cc2ccccc2)s1 the results were TbREL1 inh 4.
CC(=O)c1ccc(S(=O)(=O)N2CCN(c3nn(C)c(=O)n(C)c3=O)CC2)cc1 was read as TbREL1 inh -2.
Screening O=C1c2ccccc2C(=O)N1CCN1CCCCC1 returned TbREL1 inh -1.
`CN(C)S(=O)(=O)c1cc(NC(=O)CNCc2ccccc2)ccc1Cl` gave TbREL1 inh -2.
`C[C@H]1[C@@H](NC(=O)c2ccc(Cl)cc2)CC[C@@]23CCCN2C(=O)CCC[C@@H]13` gave TbREL1 inh -2.
`CN(CC(=O)Nc1ccc2c(c1)OCO2)S(=O)(=O)c1ccc(F)cc1` gave TbREL1 inh -2.
Screening COC(=O)Nc1ccc(S(=O)(=O)N2CCCC(C(=O)NCC3CCCO3)C2)cc1 (stereo unspecified) returned TbREL1 inh 0.

Assay outcomes deposited in PubChem BioAssay by The Scripps Research Institute Molecular Screening Center.
